Compound activity as filed in PubChem BioAssay.
Ecoli viability = reduces bacterial viability in AddAB counter-screen; E. coli V3065 growth, OD600 absorbance, 18 h; 330,000 compounds, 0.27% hits; inhibition, % at 11.9 µM;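 active = inhibition above the campaign's mean inhibition across all tested compounds plus 3 SD, cut at about 9.9% in these data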;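 note: uninfected addAB+ strain grown without phage in ampicillin broth; 0% = DMSO wells and 100% = ciprofloxacin 0.95 µg/ml wells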
MOR-DOR inv ag = inverse agonists of human mu-delta opioid receptor heterodimerization; inhibition, % at 9.3 µM; cell-based MOR-DOR heterodimer luminescence, inverse agonism; 340,000 compounds, 0.21% hits; P35372+P41143; in the data active = inhibition above about 22%, passing the limit was not always enough;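 note: 0% = cells with DMSO and 100% = wells without cells with DMSO; values of inactives mirror those of a sister screen read the other way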
Target sequence (P35372 whole entry, looked up): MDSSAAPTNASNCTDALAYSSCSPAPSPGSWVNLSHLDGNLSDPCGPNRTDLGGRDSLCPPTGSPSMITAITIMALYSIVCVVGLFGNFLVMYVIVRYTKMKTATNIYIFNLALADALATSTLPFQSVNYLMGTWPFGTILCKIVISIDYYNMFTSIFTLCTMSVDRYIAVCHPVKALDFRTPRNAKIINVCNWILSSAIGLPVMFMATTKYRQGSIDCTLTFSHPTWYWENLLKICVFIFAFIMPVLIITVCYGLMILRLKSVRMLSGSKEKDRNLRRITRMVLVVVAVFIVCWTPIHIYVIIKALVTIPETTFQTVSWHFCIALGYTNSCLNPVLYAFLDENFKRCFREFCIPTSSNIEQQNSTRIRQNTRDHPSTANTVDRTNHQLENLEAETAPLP
Target sequence (P41143 whole entry, looked up): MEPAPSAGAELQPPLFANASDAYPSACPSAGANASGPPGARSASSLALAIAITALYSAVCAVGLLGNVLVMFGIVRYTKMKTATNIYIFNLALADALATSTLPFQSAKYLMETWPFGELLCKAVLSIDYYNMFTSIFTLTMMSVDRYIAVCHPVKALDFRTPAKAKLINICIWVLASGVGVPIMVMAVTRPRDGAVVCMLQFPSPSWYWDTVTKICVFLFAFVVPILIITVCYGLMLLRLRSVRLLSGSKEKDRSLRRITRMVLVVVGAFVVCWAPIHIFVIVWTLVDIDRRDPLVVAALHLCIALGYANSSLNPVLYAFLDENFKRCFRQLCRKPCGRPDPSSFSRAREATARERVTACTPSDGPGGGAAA
PfHsp90 set2 = reduces growth (ATP signal) of yeast expressing P. falciparum Hsp90; inhibition, % at 9.4 µM; S. cerevisiae expressing PfHsp90, BacTiter-Glo ATP, 48 h; yeast lacking PDR1 and PDR3 efflux regulators; AID 504621; 310,000 compounds, 0.32% hits;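 active = every replicate shows inhibition above about 80%, whatever the replicate mean, limit read from the data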;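 note: 0% = DMSO neutral controls and 100% = 20 µM radicicol positive controls; yeast relying on Plasmodium falciparum Hsp90 in place of its own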
AddAB inh = less growth of phage-infected E. coli with AddAB; E. coli expressing H. pylori AddAB, absorbance growth; 330,000 compounds, 0.29% hits; inhibition, % at 11.9 µM; in the data active = inhibition above about 12%;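 note: 0% = vehicle wells of infected cells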
SUMO Mot1 rescue = blocks SUMOylation pathway, rescuing yeast Mot1-301 growth. S. cerevisiae Mot1-301 growth rescue, ATP luminescence, 38.5C; percent above DMSO median, 100 means doubled. growth rescue, % at 18.8 µM. 320,000 compounds, 1% hits. AID 2716;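 active = every valid replicate shows activation above 250% relative to neutral control wells; inactive = the rest, any valid replicate at or below 250%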;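 note: OY570 slx delta 5 strain wells were the positive control but not used for scaling; some compounds called inactive have numbers as strong as hits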
MOR-DOR ag = agonists of human mu-delta opioid receptor heterodimerization; P35372+P41143; cells, OPRM1-OPRD1 heterodimerization, luminescence; activation, % at 9.3 µM; 340,000 compounds, 0.3% hits; in the data active = activation above about 18%;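 note: 0% = vehicle-treated cells and 100% = reference agonist; values of inactives mirror those of a sister screen read the other way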
phage Ecoli inh = E. coli growth loss with phage present; growth absorbance; inhibition, % at 11.9 µM; 360,000 compounds, 0.26% hits; in the data active = inhibition above about 11%
Arr AP2 block = blocks beta-arrestin peptide binding to AP2 adaptin; FITC-arrestin peptide / GST-AP2 beads, flow cytometry; AP2 beta2 appendage carries R879A mutation; inhibition, % at 10 µM; 340,000 compounds, 0.31% hits; AID 504490;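 active = inhibition above a set limit, near 3 SD of compounds lacking own fluorescence, cut at about 54% in these data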;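 note: plate controls were DMSO wells for no effect and 5 µM unlabelled arrestin peptide for full effect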
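system = GST-tagged AP2 beta2-adaptin appendage (R879A) on 4 µm glutathione beads | reagent = FITC-labelled arrestin peptide probe, 50 nM final | schedule = compound with beads 12 min RT, then probe 1 h RT | signal = HyperCyt-sampled flow cytometry, FL1 channel, ex 488/em 535 nm | read-out = percent response from loss of bead-bound FITC fluorescence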
PKA-R1A act = PKA-R1A complex activation | P00514+P68181 | PKA-R1A dissociation, Cy5-IP20 fluorescence polarization; scaled: DMSO 0%, 113 µM cGMP 100% | activation, % at 11.4 µM | 340,000 compounds, 0.083% hits | AID 504707;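 active = percent activation above the mean of all tested compounds plus 3 SD, cut at about 19% in these data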;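 note: higher means more PKAc released from R1A so a rise in polarization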
Pemphigus Ab inh = inhibitors of pemphigus antibody binding to human desmoglein-3 | P32926 | DSG3-coupled beads, scFv-anti-DSG3-GFP binding, flow cytometry; hits give low values | binding (percent of control), % at 10 µM | 310,000 compounds, 0.48% hits;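 active = binding more than 3 SD below its plate's average and above zero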;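 note: hits lower antibody fragment binding to DSG3; some compounds called inactive have numbers as strong as hits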
Tat export inh = inhibitors of E. coli Tat protein transport | inhibition, % at 10 µM | E. coli MC4100 TorA-mCherry Tat export, fluorescence | 340,000 compounds, 0.036% hits;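 active = mean replicate inhibition at least 50% and at least half of replicates individually reaching 50%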;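 note: exported cargo escapes ClpAP degradation while cytoplasmic cargo is degraded and loses fluorescence; 0% = median of neutral control wells and 100% = median of NaSCN control wells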
Numbers without * were called inactive; i = inactive; x = no result given.

SMILES	Ecoli viability	MOR-DOR inv ag	PfHsp90 set2	AddAB inh	SUMO Mot1 rescue	MOR-DOR ag	phage Ecoli inh	Arr AP2 block	PKA-R1A act	Pemphigus Ab inh	Tat export inh
CCCC(=O)Nc1ccc(NC(=O)c2ccccc2F)cn1	-0.9	9	-9	3.2	-16	-1.9	4.1	3	-7	94	-2
Cc1ccc(SCCNC(=O)c2cccc([N+](=O)[O-])c2C)cc1	-1.4	4	8	0.0	-16	-1.0	1.4	15	-3	103	-6
Cn1c(COc2ccccc2O)[n+](C)c2ccccc21	-0.5	15	-14	0.7	-6	-3.1	-2.0	5	-1	107	-21
Cc1cccc(NC(=O)c2ccccc2OCC(=O)N2CCOCC2)c1C	0.9	14	14	-2.5	6	-3.0	4.5	3	-6	x	-3
COc1cccc(-n2c(CN3CCN(c4ccccc4)CC3)nc3ccc([N+](=O)[O-])cc3c2=O)c1	0.2	0	5	-0.5	-3	0.1	0.2	-10	-16	87	-1
CC(C)c1cc(N2CCN(C(=O)c3ccco3)CC2)n2c(nc3ccccc32)c1C#N	-2.8	11	-18	1.2	0	-2.2	-0.1	5	-11	92	0
O=C(Cc1c[nH]c2ccccc12)Nc1ccccc1N1CCOCC1	-2.6	18	6	1.8	10	-3.7	3.2	16	-7	96	10
Cc1ccc(CS(=O)(=O)CCC(=O)NCCN2CCCCC2C)cc1 (centres undefined)	3.9	17	2	3.5	-10	-3.1	0.9	-4	-15	133	-3
CC(=O)N(c1ccc(C(C)C)cc1)C1C=CS(=O)(=O)C1 (centres undefined)	-2.0	10	7	2.6	-8	-2.5	1.1	0	-6	101	-5
CN(CCC#N)C(=O)COC(=O)c1nn(-c2ccccc2)c(=O)c2ccccc12	-0.4	x	7	2.8	222	x	4.2	10	x	98	-4
O=C(N[C@@H]1C/C=C\C[C@@H](CC(=O)N(CCO)Cc2ccccc2)C(=O)NC[C@H](c2ccccc2)OC1=O)OCC1c2ccccc2-c2ccccc21	0.3	-7	-7	-0.9	-12	1.3	1.3	8	-3	100	-6
O=C(Cc1ccccc1)NNC(=O)Nc1ccccc1	-1.5	6	11	1.7	-1	-1.2	2.0	25	-1	101	-2
CCOC(=O)c1sc(-c2ccccc2)cc1N	-0.2	-19	1	1.9	0	3.9	5.4	-8	-18	100	2
Cc1ccc(S(=O)(=O)N2CCOCC2)cc1C(=O)Nc1ccccc1N1CCOCC1	-0.3	7	-5	-0.7	27	-1.7	1.0	17	2	94	-2
COc1cccc(CNS(=O)(=O)c2ccc3c(c2)N(C(C)=O)CCS3)c1	1.2	15	22	4.9	2	-2.8	2.5	-9	-8	109	6
Cc1nn2cc(-c3ccc(Cl)cc3)nc2s1	-2.1	-21	x	3.6	10	4.1	4.1	6	-4	101	9
C=CCn1c(-c2cccs2)nc2nc3ccccc3nc21	1.5	13	14	0.2	-16	-2.3	1.6	36	-8	x	7
O=C(CCNS(=O)(=O)c1ccccc1)Nc1ccccc1	0.5	0	16	1.0	4	0.1	0.7	2	4	95	9
CCOc1ccc(/C(O)=C2/C(=O)C(=O)N(CCOCCO)C2c2cccnc2)cc1 (centres undefined)	0.7	15	4	2.4	-14	-2.5	2.5	0	-11	99	-8
COc1cccc(NC(=O)CNS(=O)(=O)c2ccc(Cl)cc2)c1	1.4	5	4	0.9	-1	-0.7	x	3	4	85	0
Nc1c(-c2ccccc2)cnn1-c1cccc(Cl)c1	0.7	6	-2	-0.1	23	-1.4	3.7	22	-9	106	-1
O=C(NCCCN1CCOCC1)c1c(O)c2cc(Br)cc(Br)c2[nH]c1=O	-1.9	12	-25	2.3	-12	-2.0	x	-1	1	102	-2
CCOC(=O)C1CCN(C(=O)Nc2ccc3nc(C)c(C)nc3c2)CC1	-0.4	0	-4	4.2	x	0.0	1.6	7	5	108	7
COc1cccc(CNC(=O)Cn2ncc3c(=O)oc4ccccc4c32)c1	-1.3	15	-13	1.5	8	-2.9	2.8	-3	-11	89	15
CCNc1nc(Oc2ccc(OC)cc2)cc(C(F)(F)F)n1	-1.7	-15	-16	0.6	-11	3.2	3.8	6	0	93	-3
CCn1cc(S(=O)(=O)NCCc2ccc(OC)c(OC)c2)cn1	2.2	1	-2	0.4	-1	-0.3	1.8	27	-5	114	1
COC(=O)c1sccc1NC(=O)Cc1ccc(OC)c(OC)c1	0.5	-4	15	1.9	-3	0.8	0.1	34	-7	130	-1
COc1ccc(-c2c(-c3cc(OC)cc(OC)c3)n(C)c3ccc(-c4ccc(SC)cc4)cc23)cc1	1.5	13	-15	0.5	51	-2.4	3.0	5	3	98	1
Nc1cc(=O)[nH]c(SCC(=O)Nc2cccc(S(=O)(=O)N3CCCCC3)c2)n1	0.0	-8	x	0.7	3	1.7	2.2	37	4	93	-2
CC(C)Cn1c(N)c(C(=O)CSc2nnnn2C)c(=O)n(C)c1=O	0.9	5	-10	4.0	-11	-1.1	0.5	-12	0	x	-2

Among those listed so far, these have a cyano group:
SMILES	Ecoli viability	MOR-DOR inv ag	PfHsp90 set2	AddAB inh	SUMO Mot1 rescue	MOR-DOR ag	phage Ecoli inh	Arr AP2 block	PKA-R1A act	Pemphigus Ab inh	Tat export inh
CC(C)c1cc(N2CCN(C(=O)c3ccco3)CC2)n2c(nc3ccccc32)c1C#N	-2.8	11	-18	1.2	0	-2.2	-0.1	5	-11	92	0
CN(CCC#N)C(=O)COC(=O)c1nn(-c2ccccc2)c(=O)c2ccccc12	-0.4	x	7	2.8	222	x	4.2	10	x	98	-4

(next part)
SMILES	Ecoli viability	MOR-DOR inv ag	PfHsp90 set2	AddAB inh	SUMO Mot1 rescue	MOR-DOR ag	phage Ecoli inh	Arr AP2 block	PKA-R1A act	Pemphigus Ab inh	Tat export inh
NCCNC[C@@H]1COC2(CCCCCCCCCCC2)O1	-1.2	x	13	-1.9	35	x	1.8	12	x	94	6
Cc1noc(C)c1CSc1nnc(-c2c[nH]c3ccccc23)n1-c1ccc(Cl)cc1	0.4	6	-2	1.1	32	-1.4	1.8	0	17	103	-10
CCN(CC)CCCN=Cc1c(O)n(-c2cccc(C)c2)c(=O)c2ccccc12	-1.3	x	x	4.3	-15	x	4.5	6	x	101	x
COC(=O)c1ccccc1NC(=O)Cn1nc(C(F)(F)F)c2c1CCC2	0.8	-19	-85	-3.1	-32	3.8	1.1	5	-10	95	5
COc1ccc(OC)c2nc3c(cc12)CCC3	0.3	12	-18	0.7	145	-2.4	0.8	11	12	94	2
CCOc1ccc2nc(Cl)sc2c1	1.8	7	x	1.7	136	-1.4	0.9	19	9	114	-1
O=C(CCn1c(=S)oc2ccccc21)NC1CCCCCC1	0.7	3	-55	-0.2	3	-0.5	1.7	-5	7	89	-5
CC(C)CC(=O)Nc1c(C(=O)N2CCN(Cc3ccccc3)CC2)oc2ccccc12	-1.6	11	-1	-1.1	-6	-2.3	-0.6	-4	-3	101	-3
N#Cc1c(N)c(C#N)c(-c2ccc(O)cc2)c2c1CCCC2	-2.0	3	-6	2.7	4	-0.8	2.6	-2	-14	x	-12
Cc1ccc(NC(=S)NNC(=O)c2cn(C)nc2C)cc1	-1.1	12	7	0.8	-17	-2.0	2.1	31	0	95	-1
O=C(CN1CCN(c2ccccc2O)CC1)Nc1ccc(S(=O)(=O)N2CCCCCC2)cc1	x	-4	2	x	x	0.7	-0.2	2	-20	104	1
O=C(c1cc(-c2cccnc2)nc2ccc(Cl)cc12)N1CCN(S(=O)(=O)c2cccs2)CC1	-0.3	9	-1	3.7	-12	-1.7	0.6	13	-3	x	-2
CCOc1ccc(NC(=O)CCC(=O)NNC(=O)Nc2ccc(Cl)cc2)cc1	0.2	x	-2	2.3	14	x	3.6	17	x	96	-8
COc1cccc(NC(=S)N(CCCN2CCCC2)Cc2ccco2)c1	-0.2	4	x	-0.7	0	-0.9	-0.6	-10	-10	120	4
Cc1ccc(-c2c(C(=O)N/N=C/c3ccc(C)o3)nnn2-c2nonc2N)cc1	1.0	20	-13	4.4	2	-3.8	3.8	20	-8	91	0
NS(=O)(=O)c1ccc(NC(=O)COC(=O)C23CC4CC(CC(C4)C2)C3)cc1	1.4	7	7	4.6	-8	-1.1	4.2	1	-7	100	-10
CN(c1ccccc1)S(=O)(=O)c1cccc(NS(=O)(=O)c2cccc(C(=O)O)c2)c1	-1.8	4	1	-0.5	-4	-1.1	0.5	26	1	x	4
CC(OC(=O)c1ccco1)C(=O)NCc1cccs1 (centres undefined)	-3.0	1	18	1.8	-16	-0.2	1.6	1	-4	x	-3
COc1ccc(NC(=O)CC(C)=O)c(OC)c1	x	8	9	x	x	-1.5	1.1	-1	9	99	0
COc1cccc(NC(=O)Nc2nnc(CC(=O)Nc3ccccc3)s2)c1	1.8	-2	-23	1.3	-10	0.3	1.7	22	1	99	-5
CC(C)=CCc1cc([C@@H]2CC(=O)c3ccc(O)c(CC=C(C)C)c3O2)ccc1O	-2.0	-31	-72	-2.4	-24	6.1	0.8	-5	-3	x	0
COCCN(CCOC)S(=O)(=O)c1ccc(OC)cc1	-1.5	18	3	5.4	8	-4.3	-0.2	-1	-11	113	0
O=C1OC(c2ccccc2)(c2cc(Br)c(O)c(Br)c2)c2ccccc21 (centres undefined)	x	11	115*	x	x	-2.6	3.3	3	-4	93	5
O=C(CS(=O)(=O)c1ccc2ccccc2c1)N1CCCCCC1	-0.8	-3	x	0.9	-8	0.6	2.1	5	2	122	-1
COc1cc(C)c(Cl)c(C)c1S(=O)(=O)NCc1cccnc1	-0.2	14	13	0.0	11	-2.9	1.2	37	-3	110	-12
COc1ccc(CN(CCNC(=O)CCCCC(=O)NCCN(Cc2ccc(OC)cc2)C(C)C)C(C)C)cc1	-1.1	6	-6	1.0	-9	-1.2	1.0	35	-15	114	0
N/C(=N\OC(=O)COc1ccc(Br)cc1Cl)c1ccncc1	2.6	2	-2	-0.3	13	-0.4	5.0	22	-9	105	-5
N#Cc1ccccc1/C=C/C(=O)N1CCOCC1	-0.5	5	11	0.2	-2	-0.9	0.6	7	11	109	-2
COc1ccc(-n2c(Cc3cccn3C)nnc2SCC(=O)Nc2ccc3c(c2)OCO3)cc1	0.2	4	10	4.8	7	-0.8	2.7	4	-9	107	0
CCn1c(SCC(=O)Nc2nc(C)c(C)s2)nc2cccnc21	0.8	2	-3	0.6	18	-0.3	3.0	-3	2	81	-1
COc1ccc(-n2ncc3c2CC(C)(C)CC3NC(=O)c2ccc(OC)o2)cc1 (centres undefined)	1.4	20	4	2.4	6	-3.8	3.2	-2	-7	99	-2
O=S(=O)(Nc1ccccc1N1CCCCC1)c1ccc(Cl)s1	1.7	-32	7	1.4	-10	5.4	0.6	-8	-11	117	2
O=C(O)CSc1nc2ccccc2s1	-0.1	20	-35	-1.0	i	-4.0	2.8	2	2	99	-6
